Screens deposited in PubChem BioAssay by several laboratories.
GPR55 activation: GPR55 agonists via beta-arrestin recruitment, primary screen, imaging, U2OS cells, beta-arrestin-GFP redistribution (AID 1961); one-dose activation, % at 10 µM; EC50 in µM for titrated hits; U2OS GPR55 beta-arrestin-GFP redistribution imaging; higher % means a stronger effect; hit rate 0.048% among 290,000;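 active = activation above 40% with more than 50 cells counted in the well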;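 note: U2OS osteosarcoma cells stably expressing GPR55 and beta-arrestin-GFP; plate controls were DMSO negative control for no effect and LPI positive control for full effect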
NTR1 agonist: NTR1-driven beta-arrestin-GFP spot formation – imaging, U2OS cells, high content, primary screen (AID 493036) | P30989 | agonist mode | activation, % at 20 µM | hit rate 0.17% among 330,000;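 active = activation at or above 40% of the spot to cytoplasm intensity ratio, with at least 20 cells analyzed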;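 note: 0% = DMSO without peptide and 100% = 100 nM NTR1 peptide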
Target sequence (P30989 whole entry, looked up): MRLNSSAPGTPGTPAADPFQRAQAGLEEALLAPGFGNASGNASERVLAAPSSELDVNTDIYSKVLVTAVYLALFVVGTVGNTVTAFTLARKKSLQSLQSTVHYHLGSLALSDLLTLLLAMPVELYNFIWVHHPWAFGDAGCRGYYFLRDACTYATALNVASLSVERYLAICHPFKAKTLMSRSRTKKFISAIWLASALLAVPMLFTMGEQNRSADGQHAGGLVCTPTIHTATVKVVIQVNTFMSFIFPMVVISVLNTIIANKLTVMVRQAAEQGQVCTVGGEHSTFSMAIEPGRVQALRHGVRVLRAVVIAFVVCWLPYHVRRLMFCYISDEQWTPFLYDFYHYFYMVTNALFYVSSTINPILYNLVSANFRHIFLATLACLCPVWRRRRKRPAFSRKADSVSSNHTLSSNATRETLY
AID2073: disruptors of CaV2.2 binding to Mint1 – biochemical, HTRF (AID 2073). inhibition, % at 20 µM; hits with a dose series show IC50 in µM. hit rate 0.19% among 290,000. HTRF protein-protein interaction, Mint1-CaV2.2; higher % means a stronger effect; in the data active = inhibition mostly above about 51%, no sharp cut-off; note: some results filed as inactive read as strong as hits
HIV fusion peptide: inhibitors of HIV fusion peptide binding, primary screen, biochemical, uHTS, fluorescence dequenching (AID 1986); cell-free peptide binding, fluorescence dequenching, 30 min; higher % means a stronger effect; one-dose inhibition, % at 20 µM; IC50 in µM for titrated hits; hit rate 0.3% among 290,000; in the data active = inhibition mostly above about 52%, no sharp cut-off; inactive = mostly below about 76%; note: some results filed as inactive read as strong as hits
Siah-1 displacement: blockers of Siah-1 interaction with plectin peptide – biochemical, fluorescence polarization, rhodamine-plectin, uHTS, primary screen (AID 1817). one-dose displacement, % at 20 µM; IC50 in µM for titrated hits. Siah-1 / rhodamine-plectin peptide fluorescence polarization; higher % means a stronger effect. hit rate 0.02% among 290,000;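 active = displacement of at least 50% at 20 µM, with a fluorescence ratio check between 0.3 and a set limit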;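 note: plate controls were Siah plus tracer with DMSO for no effect and tracer alone without Siah for full effect; strong numbers were not always called active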
GPR55 antagonists: inhibition of LPI-stimulated GPR55 beta-arrestin translocation – imaging, U2OS, beta-arrestin-GFP, LPI agonist, primary screen (AID 2013) | U2OS GPR55 beta-arrestin-GFP translocation imaging, LPI antagonism; higher % means a stronger effect | inhibition, % at 10 µM, or IC50 in µM where a hit was titrated | hit rate 0.13% among 290,000;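 active = spots per cell inhibited over 60%, with over 100 cells counted and total cytoplasm intensity under 500,000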;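 note: U2OS cells stably carrying GPR55 and arrestin-GFP stimulated by 5 µM LPI near EC80; imaged beta-arrestin-GFP aggregate spots per cell after agonist stimulation; plate controls were LPI-stimulated DMSO wells for no effect and DMSO wells without LPI for full effect; some results filed as inactive read as strong as hits; confirmed hits need IC50 under 10 µM and bright autofluorescent wells are also inconclusive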
Dengue-2 NS5 capping: flavivirus cap methylation enzyme inhibition – biochemical, confirmation dose response, primary screen (AID 588689); one-dose inhibition, % at 25 µM; IC50 in µM for titrated hits; hit rate 0.3% among 340,000; Dengue-2 NS5 methyltransferase capping enzyme assay, biochemical; higher % means a stronger effect; in the data active = a potency from the dose series
K1F lysis inhibition: protection from phage-mediated lysis, alamar blue read-out – E. coli UTI89, K1F phage, bacterial capsule biogenesis inhibitors (AID 488966); hit rate 0.02% among 340,000; inhibition, % at 100 µM; hits with a dose series show IC50 in µM; E. coli UTI89 K1F phage lysis, alamar blue, 2 h; higher % means a stronger effect;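 active = phage lysis inhibition, versus mean bacterial control, above a set limit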;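 note: capsule biogenesis inhibitors block K1F phage lysis so surviving cells raise fluorescence; higher fluorescence means more inhibition of phage lysis; actives were called in the ten point dose series up to 300 µM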
GPR35 arrestin U2OS: inhibition of zaprinast-stimulated GPR35 beta-arrestin translocation – imaging, U2OS, beta-arrestin-GFP, zaprinast agonist, primary screen (AID 2058); U2OS GPR35 beta-arrestin-GFP translocation imaging, zaprinast antagonism; higher % means a stronger effect; hit rate 0.052% among 290,000; one-dose inhibition, % at 10 µM; IC50 in µM for titrated hits;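 active = inhibition of at least 50% with at least 30 cells and total cytoplasm GFP at most 10,000,000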
NTR1 agonist cell count 20 µM: second read-out of NTR1 agonist, no call of its own (marks repeat the call); cell count; measured here: cell count, cytotoxicity flag
Dengue-2 NS5 capping pilot replicate: second read-out of Dengue-2 NS5 capping, no call of its own (marks repeat the call); inhibition, %; measured here: pilot screen replicate inhibition
The depositor's hits bear a star; [ ] = dose if it differs, or a comment. Compounds as they come (roughly 1.2% active in at least one column).

Results for COc1ccc(CNCC(C)NCc2ccc(OC)c(OC)c2)cc1OC (configuration not stated) ?
GPR55 activation: 0.9%; NTR1 agonist: 2.4; AID2073: 3%; HIV fusion peptide: 1.4%; Siah-1 displacement: 2%; GPR55 antagonists: 8%; Dengue-2 NS5 capping: 3%; K1F lysis inhibition: 0.2%; GPR35 arrestin U2OS: -6%; NTR1 agonist cell count 20 µM: 92

Results for O=C(CSc1n[nH]c(=O)[nH]c1=O)c1ccc(Cl)cc1Cl ?
GPR55 activation: -0.1%; NTR1 agonist: 0.7; AID2073: 3%; HIV fusion peptide: 3.6%; Siah-1 displacement: 2%; GPR55 antagonists: 4%; Dengue-2 NS5 capping: 1%; K1F lysis inhibition: 0.7%; GPR35 arrestin U2OS: -11%; NTR1 agonist cell count 20 µM: 61

Results for Cc1cc(C)c(NC(=O)CO/N=C2\CCCc3nonc32)c(C)c1 ?
GPR55 activation: 1.6%; NTR1 agonist: 2.0; AID2073: -2%; HIV fusion peptide: 0.0%; Siah-1 displacement: 8%; GPR55 antagonists: -1%; Dengue-2 NS5 capping: 1%; K1F lysis inhibition: 1.0%[50 µM]; GPR35 arrestin U2OS: 1%; NTR1 agonist cell count 20 µM: 76

What do the screens show for `CCN(C(=O)COC(=O)c1cnc(C)cn1)C1CCCCC1`?
GPR55 activation: -0.3%; NTR1 agonist: 2.1; AID2073: 2%; HIV fusion peptide: -1.7%; Siah-1 displacement: 0%; GPR55 antagonists: 16%; Dengue-2 NS5 capping: 7%; K1F lysis inhibition: 0.1%; GPR35 arrestin U2OS: 17%; NTR1 agonist cell count 20 µM: 48

How did CC(=O)Nc1nnc(C2=COCCO2)o1 do in these assays?
GPR55 activation: -0.5%; NTR1 agonist: 0.0; AID2073: 4%; HIV fusion peptide: -1.4%; Siah-1 displacement: -10%; GPR55 antagonists: 1%; Dengue-2 NS5 capping: -6%; K1F lysis inhibition: 0.5%; GPR35 arrestin U2OS: 12%; NTR1 agonist cell count 20 µM: 51

Results for CC(=O)Nc1ccc(S(=O)(=O)NC2(C(F)(F)F)NC(=O)N(C3CCCC3)C2=O)cc1 (configuration not stated) ?
GPR55 activation: 0.0%; NTR1 agonist: 4.2; AID2073: -1%; HIV fusion peptide: 1.3%; Siah-1 displacement: -2%; GPR55 antagonists: -8%; Dengue-2 NS5 capping: 3%; K1F lysis inhibition: -0.3%; GPR35 arrestin U2OS: 18%; NTR1 agonist cell count 20 µM: 60; Dengue-2 NS5 capping pilot replicate: 0.0

Results for CCCc1nc(SCC(=O)NC2CCCC2)c2ccccc2n1 ?
GPR55 activation: 0.1%; NTR1 agonist: -1.8; AID2073: 1%; HIV fusion peptide: -2.2%; Siah-1 displacement: 0%; GPR55 antagonists: 7%; Dengue-2 NS5 capping: -13%; K1F lysis inhibition: -0.1%; GPR35 arrestin U2OS: 1%; NTR1 agonist cell count 20 µM: 36

Results for O=C(CN(c1ccc(F)cc1)S(=O)(=O)c1ccccc1)NCCSC1CCCCC1 ?
GPR55 activation: -0.5%; NTR1 agonist: 5.9; AID2073: 2%; HIV fusion peptide: 1.5%; Siah-1 displacement: 13%; GPR55 antagonists: 4%; Dengue-2 NS5 capping: -8%; K1F lysis inhibition: 0.6%[50 µM]; GPR35 arrestin U2OS: -10%; NTR1 agonist cell count 20 µM: 34

What do the screens show for `COc1cccc(CC(CC(=O)O)C(=O)Nc2cc(C)ccc2C)c1` (configuration not stated)?
GPR55 activation: -0.2%; NTR1 agonist: 0.0; AID2073: -5%; HIV fusion peptide: -1.7%; Siah-1 displacement: 0%; GPR55 antagonists: 8%; Dengue-2 NS5 capping: -12%; K1F lysis inhibition: -0.4%; GPR35 arrestin U2OS: 12%; NTR1 agonist cell count 20 µM: 67

What do the screens show for `CCc1noc(C)c1C(=O)N1CCCC(N2CCN(c3ccc(F)cc3)CC2)C1` (configuration not stated)?
GPR55 activation: -0.1%; NTR1 agonist: -0.4; AID2073: 5%; HIV fusion peptide: 0.4%; Siah-1 displacement: 4%; GPR55 antagonists: -8%; Dengue-2 NS5 capping: -4%; K1F lysis inhibition: -0.9%[50 µM]; GPR35 arrestin U2OS: 7%; NTR1 agonist cell count 20 µM: 64

What do the screens show for `NC(=O)CSc1nnc(-c2cccnc2)n1Cc1ccccc1`?
GPR55 activation: 0.1%; NTR1 agonist: 0.3; AID2073: 0%; HIV fusion peptide: 1.3%; Siah-1 displacement: 1%; GPR55 antagonists: 5%; Dengue-2 NS5 capping: -1%; K1F lysis inhibition: -0.1%; GPR35 arrestin U2OS: -5%; NTR1 agonist cell count 20 µM: 58

What do the screens show for `COc1ccc(CCNC(=O)c2cc(-c3ccccc3)on2)cc1OC`?
GPR55 activation: 0.2%; NTR1 agonist: 0.5; AID2073: 5%; HIV fusion peptide: -2.6%; Siah-1 displacement: 8%; GPR55 antagonists: 8%; Dengue-2 NS5 capping: -5%; K1F lysis inhibition: 0.2%[50 µM]; GPR35 arrestin U2OS: 20%; NTR1 agonist cell count 20 µM: 50

What do the screens show for `Cc1ccc(NC(=O)CCC(=O)Nc2ccc(C)cc2)cc1`?
GPR55 activation: -0.2%; NTR1 agonist: 1.1; AID2073: 15%; HIV fusion peptide: -2.0%; Siah-1 displacement: 2%; GPR55 antagonists: 0%; Dengue-2 NS5 capping: 4%; K1F lysis inhibition: -1.3%; GPR35 arrestin U2OS: 7%; NTR1 agonist cell count 20 µM: 71

What do the screens show for `CC(C)(C)C(=O)N1CCN(C(=O)c2ccco2)CC1`?
GPR55 activation: 0.2%; NTR1 agonist: -0.9; AID2073: 16%; HIV fusion peptide: -1.9%; Siah-1 displacement: 3%; GPR55 antagonists: 9%; Dengue-2 NS5 capping: -4%; K1F lysis inhibition: 0.4%; GPR35 arrestin U2OS: 6%; NTR1 agonist cell count 20 µM: 52

What do the screens show for `Cc1ccc(CNC(=O)CN2C(=O)NC(C)(c3cccc(Br)c3)C2=O)cc1` (configuration not stated)?
GPR55 activation: -0.1%; NTR1 agonist: -1.2; AID2073: -5%; HIV fusion peptide: 0.8%; Siah-1 displacement: 8%; GPR55 antagonists: -2%; Dengue-2 NS5 capping: -7%; K1F lysis inhibition: -0.1%; GPR35 arrestin U2OS: -6%; NTR1 agonist cell count 20 µM: 13

How did Cn1c2ccccc2c2nnc(NN)nc21 do in these assays?
GPR55 activation: -0.3%; NTR1 agonist: 1.1; AID2073: -20%; HIV fusion peptide: -3.3%; Siah-1 displacement: -3%; GPR55 antagonists: -5%; Dengue-2 NS5 capping: 1%; K1F lysis inhibition: 0.7%; GPR35 arrestin U2OS: -5%; NTR1 agonist cell count 20 µM: 53

How did CCOC(=O)c1csc(NC(=O)c2ccc(OCC)cc2)n1 do in these assays?
GPR55 activation: -0.7%; NTR1 agonist: 7.5; AID2073: 7%; HIV fusion peptide: -1.8%; Siah-1 displacement: 2%; GPR55 antagonists: 1%; Dengue-2 NS5 capping: -14%; K1F lysis inhibition: 0.4%; GPR35 arrestin U2OS: -3%; NTR1 agonist cell count 20 µM: 25

How did COC(=O)c1cc(NC(=O)Cc2ccccc2[N+](=O)[O-])ccc1Cl do in these assays?
GPR55 activation: 0.2%; NTR1 agonist: -0.3; AID2073: -3%; HIV fusion peptide: -0.1%; Siah-1 displacement: -2%; GPR55 antagonists: 5%; Dengue-2 NS5 capping: -5%; K1F lysis inhibition: 1.0%; GPR35 arrestin U2OS: 2%; NTR1 agonist cell count 20 µM: 76

How did COc1ccc(-c2cc(C(=O)O)c3ccccc3n2)c(OC)c1 do in these assays?
GPR55 activation: 0.3%; NTR1 agonist: 0.9; AID2073: -2%; HIV fusion peptide: 0.1%; Siah-1 displacement: 0%; GPR55 antagonists: 8%; Dengue-2 NS5 capping: 2%; K1F lysis inhibition: -0.1%; GPR35 arrestin U2OS: -2%; NTR1 agonist cell count 20 µM: 63

What do the screens show for `O=C(Nc1ccc(S(=O)(=O)Nc2ncccn2)cc1)c1ccc(Cl)c([N+](=O)[O-])c1`?
GPR55 activation: -0.2%; NTR1 agonist: 0.2; AID2073: 11%; HIV fusion peptide: 2.6%; Siah-1 displacement: 2%; GPR55 antagonists: -2%; K1F lysis inhibition: 1.3%; GPR35 arrestin U2OS: -7%; NTR1 agonist cell count 20 µM: 77

How did Cc1sc2nc(CN3CCN(S(=O)(=O)c4cccc5nonc45)CC3)[nH]c(=O)c2c1C do in these assays?
GPR55 activation: 0.0%; NTR1 agonist: 1.5; AID2073: -4%; HIV fusion peptide: 0.0%; Siah-1 displacement: 2%; GPR55 antagonists: 10%; Dengue-2 NS5 capping: -5%; K1F lysis inhibition: -1.4%; GPR35 arrestin U2OS: 7%; NTR1 agonist cell count 20 µM: 61

What do the screens show for `COc1ccc(C)cc1NC(=O)CSc1ccc(-c2ccco2)nn1`?
GPR55 activation: -0.1%; NTR1 agonist: 1.1; AID2073: 10%; HIV fusion peptide: 3.2%; Siah-1 displacement: -1%; GPR55 antagonists: 5%; Dengue-2 NS5 capping: -2%; K1F lysis inhibition: 0.0%; GPR35 arrestin U2OS: 7%; NTR1 agonist cell count 20 µM: 48

How did COCCCNC(=O)Cn1cc2c(n1)CCC(C)C2 (configuration not stated) do in these assays?
GPR55 activation: 0.3%; NTR1 agonist: -3.9; AID2073: 4%; HIV fusion peptide: 1.9%; Siah-1 displacement: 1%; GPR55 antagonists: 1%; Dengue-2 NS5 capping: -6%; K1F lysis inhibition: 7.8%; GPR35 arrestin U2OS: -9%; NTR1 agonist cell count 20 µM: 48

Results for CCOc1ccccc1CNC(=O)C1CCN(C(=O)N2CC(C)Oc3ccc(C)cc32)CC1 (configuration not stated) ?
GPR55 activation: 0.0%; NTR1 agonist: -0.8; AID2073: -4%; HIV fusion peptide: -0.6%; Siah-1 displacement: 11%; GPR55 antagonists: 0%; Dengue-2 NS5 capping: 1%; K1F lysis inhibition: 0.5%; GPR35 arrestin U2OS: 7%; NTR1 agonist cell count 20 µM: 57

What do the screens show for `CC1=C(C(=O)OCc2ccccc2)C(c2cccs2)N2C(=O)CCSC2=N1` (configuration not stated)?
GPR55 activation: 0.0%; NTR1 agonist: 3.6; AID2073: -3%; HIV fusion peptide: 1.4%; Siah-1 displacement: -6%; GPR55 antagonists: 2%; Dengue-2 NS5 capping: -8%; K1F lysis inhibition: 0.2%; GPR35 arrestin U2OS: 0%; NTR1 agonist cell count 20 µM: 60
